FN deposition inh: fibronectin deposition inhibition; AH1F fibroblasts, Alexa488-fibronectin deposition fluorescence, overnight; inhibition, % at 12.6 µM; hit rate 0.086% among 350,000; AID 743247;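 active = mean inhibition across replicates of 30% or more, regardless of how many single replicates reach that level; inconclusive = mean under 30% yet at least half of replicates reach 30%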;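 also: positive control wells lacked labelled fibronectin entirely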
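Measured by – fluorescence 485/525 nm · System – AH1F fibroblast monolayer, labelled fibronectin deposition · Amount – 10000 cells per well · Buffer or medium – serum-reduced DMEM (2% serum) · Doses – single dose, pinned · Also added – fluorescent fibronectin at 24 nM final · Schedule – 1 h cell attachment, overnight exposure to compound and label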
PGC1a acetyl inh: PGC1a acetylation modulation, inhibitor mode; U2OS PGC1a acetylation, AlphaScreen anti-acetyl-lysine; with virally co-expressed GCN5 acetyltransferase; inhibition, % at 15.6 µM; hit rate 0.17% among 350,000; AID 651687;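 active = every replicate shows inhibition of at least 40%; inconclusive = mean inhibition at least 40% but some replicate below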;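 also: 0% = neutral control wells and 100% = positive control wells; some results beyond the cut were filed as inactive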
PAX8 reporter: inhibitors of PAX8 transcriptional activity in RMG-I cells; RMG-I TPO-luciferase reporter, SteadyGlo, 24 h; inhibition, % at 12.6 µM; hit rate 1.2% among 360,000; AID 652154;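 active = mean replicate inhibition at least 60% with every replicate also reaching 60%; inconclusive = only one of the two criteria is met; inactive = mean below 60% and not all replicates reaching 60%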;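 also: luciferase light reporting Pax8 driven TPO promoter activity; plate controls were median of neutral control wells for no effect and mitoxantrone controls for full effect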
PglD DTNB: blocks C. jejuni PglD acetyltransferase activity; hit rate 0.098% among 360,000; purified PglD enzyme, DTNB colorimetric CoA detection; inhibition, % at 12.5 µM; in the data active = inhibition above about 16%, passing the limit was not always enough; inconclusive = no clear call, values can overlap the other calls; also: strong numbers were not always called active
* marks the source's active call; other numbers are inactive results; ? = inconclusive; . = no result given. This is a subset; rates above refer to the full screens.

SMILES | FN deposition inh | PGC1a acetyl inh | PAX8 reporter | PglD DTNB
O=C(CCCC(=O)N(c1ccc2c(c1)OCCO2)C(C(=O)NC1CCCCC1)c1ccc(F)cc1)Nc1ccccn1 (configuration not stated) | -5 | -6 | . | -2
Cc1onc(-c2ccccc2Cl)c1-c1nc(-c2ccccn2)no1 | -4 | -15 | . | -7
Nc1cccnc1Sc1ccc(Cl)cc1 | -22 | 16 | . | -7
COc1ccccc1NS(=O)(=O)CC12CCC(CC1=O)C2(C)C (configuration not stated) | 16 | 0 | . | -1
CCn1c(COc2ccccc2C)nnc1SCC(=O)CC(=O)Nc1ccccc1OC | -7 | 6 | . | -8
CCOC(=O)c1oc2cccc(O)c2c1CN1CCOCC1 | 17 | 1 | . | 3
C(=C/c1ccnc2nc(SC/C=C/c3ccccc3)nn12)/c1ccccc1 | -1 | 8 | . | 0
CC(=O)N1CCCc2cc(S(=O)(=O)Nc3ccc4c(c3)OCO4)ccc21 | -7 | 1 | . | -3
Clc1ccc2nc(CSc3nncn3-c3ccccc3)cn2c1 | -1 | 5 | . | 3
O=c1c([N+](=O)[O-])cc(C(F)(F)F)cn1Cc1c(Cl)cccc1Cl | -3 | 1 | . | -2
O=c1[nH]c2cc3c(cc2cc1C(c1nnnn1Cc1ccccc1)N1CCN2CCCC2C1)OCCO3 (configuration not stated) | -5 | -3 | . | 0
COc1cccc(CNC(=O)CCn2c(=O)oc3ccccc32)c1 | 10 | 2 | . | 1
Cc1nc2ccccc2nc1CSc1nncs1 | 3 | 9 | . | 7
COCCNC(=O)c1ccccc1NC(=O)c1ccc(OC)c(OC)c1 | 0 | 5 | . | -2
O=C(NCc1ccco1)c1ccc(Cn2c(=O)c3ccccc3n(Cc3cccc(Cl)c3)c2=O)cc1 | 6 | 5 | . | -5
CNc1ncc(C(=O)c2ccc(Cl)c(Cl)c2)s1 | 0 | 18 | . | 1
CSCCC(NC(=O)C1CCC(C)CC1)C(=O)NCc1ccco1 (configuration not stated) | -6 | -6 | . | 1
O=C(Nc1ncc(Cc2ccccc2Cl)s1)C1CCCO1 (configuration not stated) | 4 | 4 | . | 3
COc1ccc(CCNC(=O)CC2Nc3ccccc3NC2=O)cc1OC (configuration not stated) | 10 | -12 | . | 0
Cc1nc([N+](=O)[O-])c(Br)n1CC(=O)c1ccc2ccccc2c1 | -7 | 28 | . | -2
Cc1cccc(NC(=O)CSc2nnc(-c3ccccc3C)o2)c1 | 7 | -12 | . | -10
CCOc1ccc(NC(=O)N2CCC(NC(=O)C(Cc3ccc(OC)c(OC)c3)NC(C)=O)CC2)cc1 (configuration not stated) | 7 | -1 | . | 2
CCCC(=O)Nc1ccc2oc(-c3ccc(OC)c(Br)c3)nc2c1 | -3 | -24 | . | 5
N#Cc1cn(Cc2ccccc2)c2ccccc12 | -41 | -14 | . | -5
O=C(CSc1nncs1)N1c2ccccc2Sc2ccccc21 | -8 | 7 | . | 1
CC(=O)Oc1ccc(/C=c2\sc3ncnn3c2=O)cc1 | 7 | 1 | . | 5
CCOc1cc(C=O)ccc1OCCSc1ccc(Cl)cc1 | -7 | -22 | . | 12
Cc1cc(NS(=O)(=O)c2ccccc2)cc(Cl)c1O | 5 | 2 | . | 1
CCOC(=O)C1=C2SCC(=O)N2C(N)=C(C#N)C1 | -2 | -7 | . | 1
COc1ccc2cc(CN(CCCN3CCOCC3)Cc3nnnn3C3CCCCC3)c(=O)[nH]c2c1 | -3 | 6 | . | 3
Cn1c(SCC(=O)Nc2nc3ccccc3s2)nnc1-c1ccccc1 | 5 | -2 | . | -2
CC1(C)CC(=O)C=C(NNC(=O)c2ccccc2O)C1 | 5 | -5 | . | -3
Cc1ccc(C(C(=O)NC2CCCC2)N(Cc2cccnc2)C(=O)c2snc(C(N)=O)c2N)o1 (configuration not stated) | -5 | -5 | . | 5
O=C(c1ccc2c(c1)OCO2)N1CCN(c2ccc(F)cc2)CC1 | 2 | -4 | . | -3
Cc1nn(-c2ccccc2)c(C)c1NS(=O)(=O)c1ccccc1 | 0 | 3 | . | -5
Cc1noc(C)c1COC(=O)c1ccccc1Sc1ccccc1C#N | -24 | -36 | . | -3

Of the compounds above, these have two or more sulfur atoms:
SMILES | FN deposition inh | PGC1a acetyl inh | PAX8 reporter | PglD DTNB
Cc1nc2ccccc2nc1CSc1nncs1 | 3 | 9 | . | 7
O=C(CSc1nncs1)N1c2ccccc2Sc2ccccc21 | -8 | 7 | . | 1
Cn1c(SCC(=O)Nc2nc3ccccc3s2)nnc1-c1ccccc1 | 5 | -2 | . | -2

Other results.
SMILES | FN deposition inh | PGC1a acetyl inh | PAX8 reporter | PglD DTNB
CCCN(CCC)CCCNC(=O)C1c2cc(OC)c(OC)cc2C(=O)N(C)C1c1cccs1 (configuration not stated) | -3 | 0 | . | -2
Cc1cc(N(CN2CCCC2=O)C(=O)c2ccccc2)no1 | 5 | 4 | . | -5
O=c1c2ccccc2nc(SCc2nc3ccccc3s2)n1Cc1ccco1 | -3 | 1 | . | -1
COc1ccc(C)cc1NC(=O)CCN1CCCC1 | -6 | 15 | . | -2
COc1ccc(S(=O)(=O)N2CCCN(CC(=O)Nc3ccc4c(c3)OCO4)CC2)cc1 | 1 | -3 | . | 11
COCCNc1nc(SCc2ccccc2)nc2sc3c(c12)CCC3 | -8 | -7 | . | -4
O=C(NCc1cccs1)c1ccc(N2CCCCC2)nc1 | -1 | -7 | . | -2
O=C(Nc1ccc(C(=O)Oc2ccccc2)c(O)c1)c1ccco1 | -2 | -8 | . | 3
CC(C)CC(NC(=O)C1CCC(C)CC1)C(=O)Nc1cccnc1 (configuration not stated) | -4 | -18 | . | -3
CC(=O)c1cccc(NC(=O)N2CCc3ccccc3C2)c1 | 1 | -3 | . | -3
Cc1cc(SCC(=O)Nc2ccccc2C)nc(C)n1 | 5 | 2 | . | 3
CCC(C)OC(=O)c1cc(C)nc2c(Br)cc(Br)cc12 (configuration not stated) | -18 | -2 | . | 1
CCc1nc(SCc2cccnc2)[nH]c(=O)c1C | 23 | 1 | . | 0
CCN(CC)c1nc(Nc2ccccc2)nc(Oc2ccc(=O)n(C)n2)n1 | 6 | 0 | . | -5
O=C(O)Cc1ccc(C(=O)c2ccccc2F)s1 | -9 | 24 | . | -17
CCOC(=O)N1CCN(CCC(=O)Nc2ccc(OC(F)(F)F)cc2)CC1 | 4 | -5 | . | 2
COC(=O)c1ccccc1NC(=O)Cn1nc(C(F)(F)F)c2c1CCC2 | -5 | -3 | . | 2
CCN1CCN(C(=S)c2ccc(OCC(=O)N3CCOCC3)cc2)CC1 | 9 | 2 | . | -6
Cc1ccc(C(=O)NCc2occc2C(=O)O)o1 | 14 | 1 | . | 1
COCCNC(=O)c1cc(Br)ccc1Cl | -21 | -4 | . | 0
CCOc1ccc(S(=O)(=O)NCCN2CCOCC2)c2ccccc12 | -2 | -12 | . | -7
Cc1ccccc1-c1nc(CN2CCC(C(=O)NCCCN3CC(C)CC(C)C3)CC2)c(C)o1 (configuration not stated) | -2 | -43 | . | 9
C=CCNc1nnc(SCC(=O)N2CCCCC2)c2ccccc12 | -7 | 11 | . | 4
CCOC(=O)c1c(C)[nH]c(C(=O)CN2C(=O)NC(C)(c3ccc(C)cc3)C2=O)c1C (configuration not stated) | -15 | -2 | . | -3

An excerpt from above, limited to PGC1a acetyl inh and PAX8 reporter.
canonical_smiles	PGC1a acetyl inh	PAX8 reporter
COCCNC(=O)c1cc(Br)ccc1Cl	-4	.
CCOc1ccc(S(=O)(=O)NCCN2CCOCC2)c2ccccc12	-12	.
Cc1ccccc1-c1nc(CN2CCC(C(=O)NCCCN3CC(C)CC(C)C3)CC2)c(C)o1 (configuration not stated)	-43	.
C=CCNc1nnc(SCC(=O)N2CCCCC2)c2ccccc12	11	.
CCOC(=O)c1c(C)[nH]c(C(=O)CN2C(=O)NC(C)(c3ccc(C)cc3)C2=O)c1C (configuration not stated)	-2	.

(list continues)
SMILES | FN deposition inh | PGC1a acetyl inh | PAX8 reporter | PglD DTNB
CCCCCCCCCSc1n[nH]c(N)n1 | -3 | ? | . | 3
CC(C)CCNC(=O)CN(C(=O)Cn1nnc(-c2ccccc2F)n1)c1cccc2c1CCCC2 | 14 | -19 | . | -2
O=C1S/C(=C/c2ccc(N3CCOCC3)o2)C(=O)N1Cc1c(F)cccc1Cl | 5 | -4 | . | 2
CCOC(=O)Cc1cc(=O)n2[nH]c(C)c(C#N)c2n1 | -5 | -1 | . | 3
CC(C)CC(=O)c1c[nH]c(C(=O)NCCCN2CCOCC2)c1 | -14 | 1 | . | 6
O=c1oc2cc(OCc3ccc(F)cc3F)ccc2cc1-c1ccccn1 | 2 | 3 | . | -2
Cc1cc2n(n1)C(c1sccc1C)Nc1ccccc1-2 (configuration not stated) | -3 | 5 | . | -1
C/C(=N\NS(=O)(=O)c1ccc(Cl)c([N+](=O)[O-])c1)c1ccc(C)o1 | -4 | 5 | . | -3
COC(=O)c1ccc(Oc2nc(N3CCCCC3)nc(N3CCOCC3)n2)cc1 | 7 | 0 | . | -1
Cc1nn(Cc2ccc(Cl)c(Cl)c2)c(C)c1NC(=O)c1cn(-c2ccccc2)nc1-c1ccccc1 | 0 | 10 | . | -4
CCn1c(SCC(=O)N/N=C/c2ccc(C)o2)nnc1-c1ccccc1 | -5 | -4 | . | 13
CSc1ccc(Cl)c(C(=O)NCCOc2cc(C(C)C)ccc2C)c1 | 1 | -32 | . | 1
COC(=O)C1=C(N)Oc2cc(C)n(C)c(=O)c2C1c1ccc(Cl)cc1 (configuration not stated) | -8 | 1 | . | 7
C=CCN1C(=O)C(CC(=O)Nc2ccc(OC)cc2)N(Cc2ccco2)C1=S (configuration not stated) | 7 | 3 | . | -6
Cc1cc(C)nc(SCC(=O)Nc2cc(C)on2)n1 | -7 | -4 | . | -4
CC(=O)NCCn1c(SCc2ccc(C)cc2C)nc2ccccc2c1=O | 0 | 3 | . | -7
O=C(NCCc1ccccn1)c1n[nH]c(=O)c2ccccc12 | 4 | 12 | . | 3
O=C(NC(=S)Nc1ccc(Oc2ccccc2)cc1)c1ccc(Cl)cc1 | -10 | 4 | . | 5
COc1ccc(Cl)cc1S(=O)(=O)Nc1cccc(C(=O)O)c1 | 7 | 0 | . | -5
COc1cnc(-c2ccccn2)nc1Oc1ccc(Cl)cc1 | -8 | 4 | . | 4
CC(C)CC(OC(=O)c1nsc(Cl)c1Cl)C(=O)NCc1cccs1 (configuration not stated) | -3 | -3 | . | -4
CCN(CC)S(=O)(=O)c1ccc(NC(=O)c2ccccc2N(C)S(C)(=O)=O)cc1 | 6 | -2 | . | 2
CCOC(=O)c1ccc(CNC(=O)c2cc(C(C)(C)C)oc2C)o1 | 0 | . | 13 | -1
CCn1c(=O)cc(OCC(=O)N2CCCCCC2)c2ccccc21 | 15 | . | 11 | 5

Part of the list above in order of heavy-atom count, falling.
SMILES | FN deposition inh | PGC1a acetyl inh | PAX8 reporter | PglD DTNB
O=c1oc2cc(OCc3ccc(F)cc3F)ccc2cc1-c1ccccn1 | 2 | 3 | . | -2
COCCNc1nc(SCc2ccccc2)nc2sc3c(c12)CCC3 | -8 | -7 | . | -4
CCn1c(=O)cc(OCC(=O)N2CCCCCC2)c2ccccc21 | 15 | . | 11 | 5
Cc1nc([N+](=O)[O-])c(Br)n1CC(=O)c1ccc2ccccc2c1 | -7 | 28 | . | -2

Additional records follow.
SMILES | FN deposition inh | PGC1a acetyl inh | PAX8 reporter | PglD DTNB
CCCCC(CC)CNC(=O)CN(C)S(=O)(=O)c1cccc2nsnc12 (configuration not stated) | -6 | . | 15 | 6
Nc1c(C(=O)Nc2ccc(F)cc2)sc2nc(-c3ccco3)ccc12 | 2 | . | -63 | 4
COc1ccccc1CNC(=O)C1CCN(Cc2nc(-c3cccc(Cl)c3)oc2C)CC1 | -16 | . | -2 | 2
O=C(/C=C/c1ccc(Cl)cc1)NCCSc1ccccc1 | -7 | . | -13 | -1
O=C(CCCn1c(=O)[nH]c2ccccc2c1=O)NC1CCCCCC1 | 2 | . | -6 | 3
N/C(=N\OC(=O)CCC1CCCCC1)c1ccc([N+](=O)[O-])cc1 | 6 | . | -6 | -2
CCN(CC)C(=O)CSc1nc(N)c(C#N)c(-c2cccs2)c1C#N | 2 | . | 1 | 3
Cn1cccc1C(=O)OCC(=O)c1cc2ccccc2o1 | -8 | . | -66 | 0
CC1CCN(S(=O)(=O)c2ccc(-c3nnc(SCc4cccnc4)o3)cc2)CC1 | -2 | . | -6 | 1
COc1ccc(C)cc1NC(=O)C1CCCCC1C(=O)O (configuration not stated) | 0 | . | 6 | -4
O=c1c2[nH]c3ccccc3c2ncn1CCCn1ccnc1 | 5 | . | 0 | 5
CC(Oc1ccc(F)cc1)C(=O)/C=C\N(C)C (configuration not stated) | 9 | . | -2 | -2
O=C(Cc1cccs1)NCc1cccnc1 | -2 | . | 8 | -1
Cc1c(C(=O)Nc2ccc3oc(-c4cccnc4)nc3c2)oc2ccccc12 | 28 | . | 35 | 7
Cc1ccc(C(=O)NCCNc2ccc(Cl)cc2[N+](=O)[O-])o1 | -11 | . | -12 | -6
CCOC(=O)N1CCN(C(=O)/C(=C/c2ccc(OC)cc2)NC(=O)c2ccccc2)CC1 | 0 | . | -10 | 0

High-throughput results from PubChem.
